# Screens from PubChem.
# B2AR arrestin: recruits beta-arrestin to the human beta2-adrenergic receptor; P07550; beta-arrestin recruitment to beta2AR, cell-based reporter; Potency, µM (top dose mostly 46.1 µM), without a hit: at the top dose activation, usual class: activators; 330,000 tested, 0.02% active; AID 492947;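 further: potency means the concentration at half of the fitted maximal effect; 0% = DMSO controls and full agonism = EC100 isoproterenol or metaproterenol; nearly all actives have a fitted effect of over 65% in size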
# Eya2 phos inh: Eya2 (human) phosphatase inhibition; recombinant Eya2, OMFP fluorescence dephosphorylation (OMFP is methylfluorescein phosphate); Potency, µM (titrated, usually from 76.9 µM), for inactives: top-dose activity, negative = inhibition, hits mostly inhibitors; 330,000 tested, 0.006% active; O00167; further: potency means the concentration at half of the fitted maximal effect
#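 Eya2 (0.2 uM) preincubated 10 min at ambient with compound, then OMFP substrate added at 50 uM; 10 min reaction in 50 mM HEPES pH 7.5, 50 mM NaCl, 5 uM MgCl2, 0.05% BSA, 1 mM DTT. Fluorescence read at Ex 485/Em 525 nm.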
# uPA surface inh: inhibitors of cell surface uPA generation; Potency, µM (series often up to 38.3 µM), for the others: at the highest dose activity change, negative = inhibition, usual class: inhibitors; 330,000 tested, 0.31% active; AID 540303; cell surface uPA generation assay, qHTS; active means well fitted inhibition curve with a large enough effect; inconclusive means small, poorly fitted or top-dose-only effect; inactive means no such curve, though single readings can be large or run the other way; tested in mouse RAW 264.7 cells; further: potency means the concentration at half of the fitted maximal effect; nearly all actives have a fitted effect of over 55% in size
# KCNH2 3.1 inh: blocks the human KCNH2 3.1 channel isoform. activity change, % (tested at about 1.8 µM). AID 720553. U2OS KCNH2 3.1, thallium flux FluxOr; hits give low values. 340,000 tested, 0.95% active;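 active means maximum activity change below -70%; inconclusive means maximum activity change from -70% to -50%; inactive means maximum activity change above -50%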;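 further: thallium influx rate constant from kinetic fluorescence after stimulation buffer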
#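 Steps: virus added to U2OS suspension (4 h, RT, dark); medium with 10% FBS added, cells plated, 37 C overnight; FluxOr/Red40 loading buffer 45 min RT; stimulation buffer, 2 min kinetic read; rate constant normalized.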
# GALK inh: inhibitors of human galactokinase; Potency, µM (highest dose often 57.5 µM), without a hit: top-dose activity change, negative = inhibition, hits mostly inhibitors; AID 1868; 270,000 tested, 0.007% active; P51570; Purified GALK, Kinase-Glo residual ATP luminescence; further: potency means the concentration at half of the fitted maximal effect
#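 Galactose (100 uM) and ATP (35 uM) were turned over by 5 nM GALK for 1 h at RT. Kinase-Glo Plus then converted the remaining ATP into a luminescent signal.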
# BCR signal inh: inhibitors of chronic active B-cell receptor signaling. ABC-DLBCL IkBa-CBG/CBR reporter, luminescence ratio, 4 h. Potency, µM (series often up to 46.1 µM), without a hit: top-dose ratio change, negative = lower green/red ratio, most hits filed as inhibitors. 340,000 tested, 0.05% active. AID 493014; active means well fitted inhibition curve with a large enough effect in the signal ratio, with a control signal flat, not every such curve was filed as active; inconclusive means small, poorly fitted or top-dose-only effect, or effect the other way, or a change in a side signal; the % refers to the signal ratio;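 further: potency means the concentration at half of the fitted maximal effect; plate controls were basal doxycycline-induced cells for no effect and cells given 10 µM MG132 for full effect; MG132 reads +100%, hits lower the ratio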
#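 Doxycycline induced both beetle luciferases in TMD8 lymphoma cells; IKK-driven degradation limits the IkappaBalpha-fused green signal, while red luminescence normalises for cell number and nonspecific effects. Compounds tested up to 46 uM, 4 hrs.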
# USP2a inh: blocks human ubiquitin-specific protease USP2a; O75604; USP2 core, Ub-CHOP2 coupled fluorogenic reporter, 485/531; Potency, µM (series often up to 38.3 µM), inactives show at the top dose activity change, negative = inhibition, actives largely listed as inhibitors; 330,000 tested, 0.01% active; AID 463254;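 further: potency means the concentration at half of the fitted maximal effect; plate controls were DMSO wells for no effect and full inhibition by NEM control for full effect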
#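 USP2 core (10nM final) preincubated 30min RT with compound in 20mM Tris-HCl pH 8.0, 2mM CaCl2, 2mM beta-mercaptoethanol, 0.05% CHAPS; 25nM Ub-CHOP2 plus 25nM reporter substrate added, fluorescence (Ex485/Em531) read after 60min.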
# Giardia kill: kills Giardia lamblia. Giardia lamblia trophozoite viability. 340,000 tested, 0.15% active. activity change, % at 7.66 µM, hits read low; in the data active means activity change below about -80%; inconclusive means between about -30% and that limit;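 further: parasites exposed to compound for two days anaerobically before the ATP read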
#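 Each well holds 100 Giardia trophozoites and compound. After two days (48 hrs) at 37 deg C in anaerobic conditions, ATP is quantified by luminescence.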
# hERG WT inh: inhibitors of human wildtype KCNH2 potassium channel | activity change, % at 1.84 µM | 340,000 tested, 0.37% active | U2OS, BacMam KCNH2, thallium flux FluxOr; hits give low values | Q12809;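 active means maximum activity change below -70%; inconclusive means maximum activity change between -70% and -50%; inactive means maximum activity change above -50%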
# Target sequence (Q12809 whole entry, looked up): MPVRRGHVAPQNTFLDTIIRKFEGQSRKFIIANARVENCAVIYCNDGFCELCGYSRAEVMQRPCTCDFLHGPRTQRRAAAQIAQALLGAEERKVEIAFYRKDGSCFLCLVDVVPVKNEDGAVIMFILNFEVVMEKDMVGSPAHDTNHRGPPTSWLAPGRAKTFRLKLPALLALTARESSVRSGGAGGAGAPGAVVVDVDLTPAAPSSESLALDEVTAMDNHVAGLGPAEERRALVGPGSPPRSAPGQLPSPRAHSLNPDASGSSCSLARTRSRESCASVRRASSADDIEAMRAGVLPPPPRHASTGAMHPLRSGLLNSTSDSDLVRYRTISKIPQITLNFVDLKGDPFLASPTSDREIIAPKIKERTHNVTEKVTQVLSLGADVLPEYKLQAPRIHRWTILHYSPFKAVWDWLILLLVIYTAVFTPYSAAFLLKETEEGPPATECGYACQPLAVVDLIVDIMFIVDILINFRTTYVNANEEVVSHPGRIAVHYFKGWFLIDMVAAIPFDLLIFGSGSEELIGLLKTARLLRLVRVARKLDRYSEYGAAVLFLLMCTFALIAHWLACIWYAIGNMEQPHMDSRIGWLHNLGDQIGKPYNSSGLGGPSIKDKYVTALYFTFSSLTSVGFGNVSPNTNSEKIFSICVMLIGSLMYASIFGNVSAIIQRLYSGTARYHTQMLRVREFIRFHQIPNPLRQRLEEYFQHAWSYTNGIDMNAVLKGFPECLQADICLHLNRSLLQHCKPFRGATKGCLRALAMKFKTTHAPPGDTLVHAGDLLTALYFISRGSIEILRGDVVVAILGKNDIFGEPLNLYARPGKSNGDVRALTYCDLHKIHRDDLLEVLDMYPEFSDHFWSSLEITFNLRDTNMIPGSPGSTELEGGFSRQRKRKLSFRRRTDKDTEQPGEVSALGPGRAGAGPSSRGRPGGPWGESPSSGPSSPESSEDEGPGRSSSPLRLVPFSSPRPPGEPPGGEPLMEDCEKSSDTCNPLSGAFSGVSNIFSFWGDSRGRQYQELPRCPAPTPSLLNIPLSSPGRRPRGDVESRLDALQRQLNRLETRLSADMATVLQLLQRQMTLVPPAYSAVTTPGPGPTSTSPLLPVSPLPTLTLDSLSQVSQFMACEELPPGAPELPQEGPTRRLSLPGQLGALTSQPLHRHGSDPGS
#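 U2OS cells were transduced with wild-type KCNH2 virus (2.03 x 10^8 / mL) for 4 h at room temperature, then cultured overnight at 37 C. Thallium flux was read with FluxOr dye. Rate constants were normalized to DMSO controls.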
# FBPA coupling cs: counter-screen for Giardia aldolase inhibitors: coupling enzyme system; coupling enzyme system counterscreen, AmpLite Red fluorescence; activity change, negative = inhibition, % at 58.2 µM, hits read low; 290,000 tested, 0.67% active; AID 2472; in the data active means activity change below about -30%
#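 Fluorescence at 525 nm excitation and 598 nm emission measured inhibition of the coupled detection system without aldolase. Compounds (at 57.5 uM final) were preincubated 10 min at room temperature with coupling enzyme reagent before a 20 min substrate/AmpLite Red step.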
# PKM2 activator: activators of human pyruvate kinase M2; P14618; Potency, µM (highest dose often 57.5 µM), for the others: top-dose activation, most hits filed as activators; purified PKM2, Kinase-Glo ATP luminescence, activation; response scale: 0% is enzyme alone, no compound; 260,000 tested, 0.34% active; further: potency means the concentration at half of the fitted maximal effect; nearly all actives have a fitted effect of over 55% in size
#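 ATP formation by purified human PK-M2, quantified via coupled luciferase luminescence after 1 h at room temperature with 0.1 mM ADP and 0.5 mM PEP final.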
# * = called active by the depositor; ? = inconclusive; / = not tested or not shown; ! = repeats disagree; [ ] = another dose, or the depositor's remark. Unless noted, the call rests on the fitted dose curve; in most records, active means well fitted curve in the direction sought with a large enough effect; inconclusive means small, poorly fitted or top-dose-only effect, or another doubt; inactive means no such curve, though single readings can be large; an effect the other way counts as inactive or inconclusive. Unless noted, on the % scale 0 is the no-effect control and ±100 the full control effect.
# Below each SMILES: USP2a inh	PKM2 activator	hERG WT inh	Eya2 phos inh	KCNH2 3.1 inh	uPA surface inh	B2AR arrestin	GALK inh	FBPA coupling cs	BCR signal inh	Giardia kill
> Cc1nc(SCC(=O)N(CC(C)C)C2CCS(=O)(=O)C2)c2c(C)c(C)sc2n1 (stereo unspecified)
 : 4%	/	-10	-24%	-1	-8%	-0.2%	/	/	-1%	-26
> Cc1ccc(CNC(=O)CCn2nc(-c3ccc(Cl)cc3)ccc2=O)cc1
 : 2%	4%	-15	9%	7	1%	0.1%	0%	3	-8%	11
> Cc1cn2c(-c3ccncc3)nnc2s1
 : -7%	3%	1	-1%	-10	-3%	-0.2%	3%	1	0%	5
> COc1cc(OC)nc(NC(=O)COC(=O)c2cccc(Cl)c2)n1
 : 0%	-13%	-8	-26%	2	3%	0.3%	8%	0	0%	-7
> Cc1coc2c1C(=O)C(=O)c1c-2ccc2c(C)cccc12
 : 0%	-11%	-2	3%	-6	-12%	0.2%	-16%	-55*	?	-7
> Cc1cc(C(=O)OCC(=O)Nc2ccccc2[N+](=O)[O-])c2ccccc2n1
 : 2%	-10%	-7	1%	-4	0%	-0.2%	1%	2	-1%	-16
> CCn1cc(C(=O)NCCCOC(C)C)c(=O)c2cc(S(=O)(=O)N3CCC(C)CC3)ccc21
 : 1%	1%	14	-5%	-1	-5%	-0.6%	15%	4	0%	17
> COC(=O)CCCC1=CC2=CC(=O)C(C)(OC(=O)c3cccs3)C(=O)C2=CN1CCc1c[nH]c2ccccc12 (stereo unspecified)
 : 7%	3%[11.5 µM]	-4	-3%	2	6%	-0.4%	0%	-36*!	8%	-6
> COc1cc2c(cc1NC(=O)CSc1cccc[n+]1[O-])oc1ccccc12
 : 1%	-4%	-9	1%	-12	5%	-0.8%	1%	-1	?	-6
> O=C(NCCCN1CCCC1=O)C1CCCO1 (stereo unspecified)
 : 6%	-11%	-33	5%	4	3%	-0.8%	-1%	1	5%	12
> Cc1ccc(Nc2nnc(SC/C(O)=C(\C#N)c3nc4ccccc4[nH]3)s2)c(C)c1
 : -8%	-12%	-1	-4%	4	6%	-0.8%	-7%	1	?	13
> O=C(O)C1C2C=CC(C2)C1C(=O)NCc1cccs1 (stereo unspecified)
 : 2%	-4%	2	-2%	-6	2%	0.0%	-1%	-1	4%	3
> CN(C)S(=O)(=O)N(CC(=O)Nc1ccc(S(=O)(=O)N2CCCC2)cc1)c1ccccc1
 : -1%	-2%	13	-7%	29	-1%	-1.8%	7%	-1	?	7
> O=C(COc1ccc(F)cc1)Nc1nnc(S(=O)(=O)N2CCCC2)s1
 : 2%	-4%	2	5%	16	-8%	0.3%	/	2	9%	20
> CC(C)CN(Cc1c(O)ccc2c(=O)c(-c3ccccc3)coc12)CC(C)C
 : 1%	-3%	2	8%	10	-1%	-0.8%	-4%	4	4%	-13

# Entries of single compounds from above. Screens in order: USP2a inh	PKM2 activator	hERG WT inh	Eya2 phos inh	KCNH2 3.1 inh	uPA surface inh	B2AR arrestin	GALK inh	FBPA coupling cs	BCR signal inh	Giardia kill
# Record of CC(C)CN(Cc1c(O)ccc2c(=O)c(-c3ccccc3)coc12)CC(C)C : 1%	-3%	2	8%	10	-1%	-0.8%	-4%	4	4%	-13
# Record of COC(=O)CCCC1=CC2=CC(=O)C(C)(OC(=O)c3cccs3)C(=O)C2=CN1CCc1c[nH]c2ccccc12 (stereo unspecified) : 7%	3%[11.5 µM]	-4	-3%	2	6%	-0.4%	0%	-36*!	8%	-6
# Record of Cc1coc2c1C(=O)C(=O)c1c-2ccc2c(C)cccc12 : 0%	-11%	-2	3%	-6	-12%	0.2%	-16%	-55*	?	-7
# Record of O=C(COc1ccc(F)cc1)Nc1nnc(S(=O)(=O)N2CCCC2)s1 : 2%	-4%	2	5%	16	-8%	0.3%	/	2	9%	20
# Record of O=C(O)C1C2C=CC(C2)C1C(=O)NCc1cccs1 (stereo unspecified) : 2%	-4%	2	-2%	-6	2%	0.0%	-1%	-1	4%	3

# Next part
# Below each SMILES: USP2a inh	PKM2 activator	hERG WT inh	Eya2 phos inh	KCNH2 3.1 inh	uPA surface inh	B2AR arrestin	GALK inh	FBPA coupling cs	BCR signal inh	Giardia kill
> OC(CCN1CCOCC1)c1ccccc1 (stereo unspecified)
 : 0%	-2%	-12	1%	-16	4%	-0.3%	-2%	0	1%	8
> O=C(CCc1nc(-c2ccccc2F)no1)NC1CCN(Cc2ccccc2)CC1
 : -3%	-10%	44	5%	-19	2%	3.1%	4%	-3	0%	-6
> CCc1ccc(S(=O)(=O)N2CCCC(N3CCN(c4ccc(OC)cc4)CC3)C2)cc1 (stereo unspecified)
 : 1%	-8%	15	-4%	-31	15%	-0.3%	-3%	/	-2%	-24
> O=C(CCc1nc2sc3c(c2c(=O)[nH]1)CCCC3)Nc1cccc(Cl)c1
 : 1%	/	-2	10%	-47	-32%	0.0%	/	/	-6%	5
> CCN(CC)C(=O)c1cccc(NC(=O)c2ccccc2OCc2c(C)noc2C)c1
 : 3%	/	-14	-18%	-9	17%	0.0%	/	/	6%	5
> O=C(NCc1ccccc1F)C1CCCN(C(=O)Nc2ccccc2)C1 (stereo unspecified)
 : 1%	/	-1	-20%	-14	2%	-0.3%	0%	1	1%	-6
> CCN(CC)S(=O)(=O)c1ccc(N2CCOCC2)c(NC(=O)c2c3c(nc4ccccc24)CCC3)c1
 : 1%	4%	12	0%	-8	-7%	-1.4%	0%	-1	?	10
> COCCNC(=O)Cn1cnc2sc(C)c(S(=O)(=O)N3CCN(c4ccccc4OC)CC3)c2c1=O
 : 0%	0%	-2	5%	-4	0%	-0.4%	9%	2	0%	19
> CC(=O)c1ccc(NC(=O)c2ccc(-n3cnnn3)cc2)cc1
 : 0%	/	5	8%	5	-3%	2.9%	/	/	7%	4
> Cc1cc(C)c(C)c(S(=O)(=O)Nc2ccc(C(N)=O)cc2)c1C
 : 11%	3%	5	-19%	23	3%	0.2%	-2%	0	5%	2
> CN(c1nc2ccccc2[nH]c1=O)C1CCCCC1
 : -1%	-3%	4	-3%	-16	-1%	-0.2%	-3%	1	?	0
> Nc1nc(CN2CCN(c3ccccn3)CC2)nc(Nc2ccc(F)cc2)n1
 : -2%	1%	-3	27%	-89*	1%	0.2%	0%	1	-19%	12
> CCOc1ccc(C(N)=O)cc1OC
 : 5%	-1%	9	-1%	-2	-4%	-0.3%	1%	0	0%	-4
> O=S(=O)(NCc1c(Cl)cccc1Oc1ccccc1)c1ccc(F)cc1
 : -5%	-12%	4	-14%	-23	10%	-1.5%	3%	-5	1%	-3
> Cc1c(C)c2cc(Cl)c(OCC(=O)NCCCn3ccnc3)cc2oc1=O
 : 1%	/	0	0%	12	-4%	-0.8%	-4%	/	0%	-11
> CN1C(=O)c2ccc(C(=O)NCc3ccco3)cc2C1=O
 : 1%	5%	12	-4%	12	11%	-0.4%	-7%	/	3%	7
> COc1ccc(N2CCN(CCCNS(=O)(=O)c3ccc4c(c3)oc(=O)n4C)CC2)cc1
 : 0%	29%	13	7%	5	-12%	0.4%	2%	1	0%	14
> COC(=O)C1=CN(c2ccc(F)cc2)C=C(C(=O)OC)C1c1ccc([N+](=O)[O-])cc1
 : 1%	0%	-8	-11%	?	?	-0.1%	-7%	-1	4%	14
> COc1ccc(N(Cc2ccccc2)C(=O)c2ccccc2[N+](=O)[O-])cc1
 : -7%	-4%	-1	-7%	6	2%	-0.3%	0%	6	-6%	-17
> c1cncc(-c2nc3ccccn3c2Nc2ccc3c(c2)OCCO3)c1
 : 0%	-5%	2	5%	1	6%	0.0%	5%	1	-2%	1
> CCC(C)(C)NC(=O)C(c1ccco1)N(C(=O)CNC(=O)c1cccs1)c1cccnc1 (stereo unspecified)
 : 0%	-24%	-5	5%	10	4%	5.4%	0%	4	1%	-4
> CCCCn1c(N)c(N(CC(C)C)C(=O)CN2C(=O)NC3(CC(C)CC(C)(C)C3)C2=O)c(=O)[nH]c1=O (stereo unspecified)
 : -1%	/	-8	15%	-18	6%	0.2%	/	/	?	-18
> COc1cccc(C(=O)NC(C)CCc2ccccc2)c1 (stereo unspecified)
 : 0%	0%	2	5%	1	5%	-0.6%	/	2	?	6
> CN(C)c1ccc2c3c(cccc13)C(=O)N(c1ccccc1)C2=O
 : ?	1%	/	2%	/	/	0.1%	-3%	0	?	/
> CC1CCCCN1C(=O)CSc1ccc(-c2ccc(F)cc2)nn1 (stereo unspecified)
 : -2%	-4%	27	15%	-4	/	0.2%	0%	0	17%	1
